Screening results as filed in PubChem BioAssay.
FN deposition inh – fibronectin deposition inhibition | AH1F fibroblasts, Alexa488-fibronectin deposition fluorescence, overnight | inhibition, % at 12.6 µM | 350,000 tested, 0.086% active;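 active = mean inhibition across replicates of 30% or more, regardless of how many single replicates reach that level; inconclusive = mean under 30% yet at least half of replicates reach 30%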;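 also: positive control wells lacked labelled fibronectin entirely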
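Measured by – fluorescence 485/525 nm · System – AH1F fibroblast monolayer, labelled fibronectin deposition · Amount – 10000 cells per well · Buffer or medium – serum-reduced DMEM (2% serum) · Doses – single dose, pinned · Also added – fluorescent fibronectin at 24 nM final · Schedule – 1 h cell attachment, overnight exposure to compound and label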
DENV2 CPE – inhibitors of DENV2 cytopathic effect | DENV2-infected cells, cytopathic effect rescue, plate reader | CPE inhibition, % at 9.99 µM | 350,000 tested, 1.7% active | AID 651640; in the data active = CPE inhibition above about 20%, passing the limit was not always enough; inconclusive = no clear call, values can overlap the other calls; tested in BHK-21 cells;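 also: 0% = median of neutral control wells and 100% = median of positive control wells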
CFTR F508del cor – CFTR F508del correction in bronchial cells; activity (quench increase), % at 7.58 µM; AID 720511; CFBE cells, YFP halide quenching; stimulated with forskolin plus potentiator P3; % fluorescence drop versus neutral controls; 350,000 tested, 0.36% active;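 active = mean added fluorescence quench of at least 8% versus neutral control, with both replicates also reaching 8%; inconclusive = only one of the mean or replicate conditions met; inactive = mean below 8% and not both replicates reaching 8%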;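 also: cells transiently co-express mutant CFTR-F508del with the halide-sensitive YFP; corrector assay measuring rescue of mutant channel to the surface after 24 h compound exposure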
miR122 inh – blocks miR-122 activity in Huh7 sensor cells. Huh7 miR-122 Renilla luciferase sensor, 48 h; neutral wells = 0, positive control = 100. activation (reporter increase), % at 12.5 µM. 340,000 tested, 0.3% active;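 active = mean replicate activation score at least 90 and every replicate individually at or above 90; inconclusive = only one of the two criteria met; inactive = neither criterion met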;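 also: higher luciferase means less miR-122 activity so hits act as miR-122 inhibitors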
INS-1E GSIS act – GLuc luminescence reporter in INS-1E cells, primary screen for activators of glucose-dependent secretion of insulin; INS-1E GLuc reporter insulin secretion, 2-3 h; activation, % at 16.6 µM; 370,000 tested, 0.61% active; AID 743287;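 active = lowest replicate activation of at least 40%, so every replicate reaches that level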;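 also: 0% = median of neutral control wells and 100% = median of IBMX positive control wells; some compounds called inactive have numbers as strong as hits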
EWS-Fli inh – blocks EWS/Fli oncoprotein-driven transcription. 350,000 tested, 0.67% active. inhibition, % at 12.6 µM. A673 NR0B1-luciferase reporter, viability-normalised. AID 651661;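 active = mean inhibition of at least 50% after viability correction, with every replicate also passing that limit; inconclusive = mean reaches 50% but only one of two replicates passes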;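 also: firefly luciferase signal divided by Alamar Blue viability fluorescence both relative to DMSO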
PAX8 reporter – inhibitors of PAX8 transcriptional activity in RMG-I cells | inhibition, % at 12.6 µM | RMG-I TPO-luciferase reporter, SteadyGlo, 24 h | 360,000 tested, 1.2% active;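 active = mean replicate inhibition at least 60% with every replicate also reaching 60%; inconclusive = only one of the two criteria is met; inactive = mean below 60% and not all replicates reaching 60%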;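 also: luciferase light reporting Pax8 driven TPO promoter activity; plate controls were median of neutral control wells for no effect and mitoxantrone controls for full effect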
An asterisk follows results filed as active; ? = inconclusive; · = no result given; [ ] = dose if it differs, or a comment.

entry	structure	miR122 inh	FN deposition inh	DENV2 CPE	CFTR F508del cor	EWS-Fli inh	PAX8 reporter	INS-1E GSIS act
1	C[C@@H]1CN([C@@H](C)CO)C(=O)Cc2cc(NC(=O)C3CCCCC3)ccc2O[C@H]1CN(C)CC1CC1	-1.4[16.7 µM]	-11.0	75.8*	-2.1	-0.3	-16.7	-0.1
2	C[C@@H]1CN([C@H](C)CO)C(=O)c2cc(-c3ccccc3)cnc2O[C@H]1CN(C)Cc1ccccc1	4.9[16.7 µM]	-2.3	-5.1	-1.0	-0.6	·	-5.3
3	Cc1ccsc1/C=C(\C#N)C(=O)NCCCN1CCOCC1	·	4.1	-2.0	-2.6	-13.4	-12.2	11.4
4	CC(OC(=O)Cc1ccsc1)C(=O)Nc1ccc(Cl)cn1 (centres undefined)	-1.5	1.0	-2.7	2.6	-1.2	-0.3	16.8
5	C[C@@H]1CCCCO[C@@H](CN(C)Cc2ccncc2)[C@H](C)CN([C@@H](C)CO)C(=O)c2cc(NC(=O)Nc3ccc(F)cc3)ccc2O1	-10.3[16.7 µM]	-4.2	-4.9	3.8	-1.2	-2.6	-12.4
6	C[C@@H]1CCCCO[C@H](CN(C)Cc2ccccc2)[C@H](C)CN([C@H](C)CO)C(=O)c2cc(NC(=O)NC3CCCCC3)ccc2O1	-5.6[16.7 µM]	·	8.3	3.1	1.4	5.1	-15.8
7	C[C@@H]1CCCCO[C@@H](CN(C)C(=O)NC2CCCCC2)[C@@H](C)CN([C@H](C)CO)C(=O)c2cc(NS(C)(=O)=O)ccc2O1	-3.3[16.7 µM]	5.9	?	0.6	-16.4	-3.3	11.9
8	COc1ccc(CCNS(=O)(=O)c2ccc([N+](=O)[O-])cc2)cc1OC	·	-5.5	-0.7	-4.4	1.6	9.4	-1.9
9	CN(CC(=O)NCc1ccccc1F)S(=O)(=O)c1ccc(Cl)cc1	·	5.7	?	-0.2	3.7	19.6	-12.5
10	Cc1ccc(OCC(=O)Nc2cc(C(C)(C)C)on2)cc1C	-2.6	·	3.8	3.2	·	-4.9	-37.7
11	Cc1cc(C)c(NC(=O)CN2C(=O)CC(C)S(=O)(=O)c3ccccc32)c(C)c1 (centres undefined)	·	-5.7	-3.2	-2.1	·	7.4	-0.3
12	CC1CCN(S(=O)(=O)c2ccc3[nH]c(=O)ccc3c2)CC1	-7.9	1.1	-5.6	-0.5	7.2	2.4	13.7
13	COCCn1c(CN2CC(C)CC(C)C2)nc2c1c(=O)n(C)c(=O)n2C (centres undefined)	-7.1	-10.2	2.7	-1.2	4.8	-5.1	-4.6
14	Clc1cccc2c1CCN(Cc1nc(-c3cnccn3)no1)C2	·	·	-2.2	3.5	7.3	8.6	-16.1
15	CCn1nnc2cc(C(=O)OCC(=O)N(C)Cc3cccc(F)c3)ccc21	·	10.6	-6.3	-0.8	3.3	-0.8	0.1

Following part
entry	structure	miR122 inh	FN deposition inh	DENV2 CPE	CFTR F508del cor	EWS-Fli inh	PAX8 reporter	INS-1E GSIS act
16	COc1cccc(CN(C)C(=O)C2CCCN(C(=O)c3ccc(Cl)cc3)C2)c1 (centres undefined)	1.2	8.4	-0.3	·	-4.3	14.0	·
17	O=C(c1ccc(F)cc1Cl)N1CCN(CCc2ccccc2)CC1	·	2.0	-3.1	-1.6	-3.9	-3.0	-8.9
18	O=C1CC2c3ccccc3CCN2C(=O)CN1Cc1ccccc1 (centres undefined)	-2.4	-5.8	-0.6	-1.0	1.8	-8.5	13.6
19	O=C(NCC1CCCO1)c1cc(S(=O)(=O)Nc2ccc(Br)cc2)ccc1Cl (centres undefined)	·	-1.1	-3.5	1.8	-22.5	9.5	·
20	O=C1CC(C(=O)Nc2cccc(Cl)c2)n2ncnc2N1 (centres undefined)	-4.8	2.0	·	0.0	5.3	14.3	1.7
21	COc1ccc(NC(=O)CN2CCN(S(=O)(=O)c3ccc(Br)cc3)CC2)c(OC)c1	-4.2	-5.5	-2.4	0.2	·	-3.0	23.6
22	Cn1cccc1Cc1nnc(SCC(=O)Nc2nccs2)n1CCc1ccccc1	5.5	1.7	?	-0.3	-2.6	5.7	-2.0
23	O=C(Cn1nc(-c2ccc(Cl)cc2)ccc1=O)NCCCN1CCN(Cc2ccccc2)CC1	-5.9	1.5	·	3.4	-9.5	34.4	·
24	COc1ccc(OC)c(NC(=O)C2CCN(c3ncccn3)CC2)c1	-2.5	6.7	·	·	·	17.9	·
25	Cc1ccc2[nH]c(O)c(N=Nc3nc4ccccc4s3)c2c1	-0.4	4.5	-3.0	2.4	-6.7	24.8	-11.4
26	O=C(Nc1ccc(Br)cc1)c1cccc(S(=O)(=O)Nc2ccccn2)c1	0.1	·	6.9	-2.0	·	-3.9	-14.5
27	Cc1ncc([N+](=O)[O-])n1CCOC(=O)Nc1ccc([N+](=O)[O-])cc1	·	7.3	8.6	1.1	5.7	-3.6	3.0
28	N#Cc1cn(Cc2ccncc2)c(=O)[nH]c1=O	-8.0	-8.4	-0.2	1.1	-5.7	-12.0	-2.1
29	Cc1ccc(S(=O)(=O)N2CCC(C(=O)N[C@@H](C)C(=O)Nc3ccc4c(c3)OCO4)CC2)cc1	-9.7	3.1	·	·	·	-11.0	·
30	CNC[C@@H]1Oc2ccc(NS(=O)(=O)c3cn(C)cn3)cc2CC(=O)N([C@@H](C)CO)C[C@H]1C	-1.3[16.7 µM]	-1.8	0.4	-3.0	8.5	-6.1	5.6

Single entries from the list:
miR122 inh with `COc1cccc(CN(C)C(=O)C2CCCN(C(=O)c3ccc(Cl)cc3)C2)c1` (centres undefined) : 1.2
FN deposition inh with `COc1ccc(OC)c(NC(=O)C2CCN(c3ncccn3)CC2)c1` : 6.7

Reprinted, nos. 1 to 4
entry	structure	miR122 inh	FN deposition inh	DENV2 CPE	CFTR F508del cor	EWS-Fli inh	PAX8 reporter	INS-1E GSIS act
1	C[C@@H]1CN([C@@H](C)CO)C(=O)Cc2cc(NC(=O)C3CCCCC3)ccc2O[C@H]1CN(C)CC1CC1	-1.4[16.7 µM]	-11.0	75.8*	-2.1	-0.3	-16.7	-0.1
2	C[C@@H]1CN([C@H](C)CO)C(=O)c2cc(-c3ccccc3)cnc2O[C@H]1CN(C)Cc1ccccc1	4.9[16.7 µM]	-2.3	-5.1	-1.0	-0.6	·	-5.3
3	Cc1ccsc1/C=C(\C#N)C(=O)NCCCN1CCOCC1	·	4.1	-2.0	-2.6	-13.4	-12.2	11.4
4	CC(OC(=O)Cc1ccsc1)C(=O)Nc1ccc(Cl)cn1 (centres undefined)	-1.5	1.0	-2.7	2.6	-1.2	-0.3	16.8

Going on with the list.
entry	structure	miR122 inh	FN deposition inh	DENV2 CPE	CFTR F508del cor	EWS-Fli inh	PAX8 reporter	INS-1E GSIS act
31	CCC(CCNC(=O)c1ccccc1)(CCNC(=O)c1ccccc1)[N+](=O)[O-]	-5.4	-10.1	-9.4	0.4	-0.1	-2.7	-0.5
32	Cc1ccc(S(=O)(=O)N2CCN(C(=O)c3c(-c4ccccc4)noc3C)CC2)c(C)c1	-3.6	-2.2	5.0	0.4	11.2	28.0	9.8
33	C/C=C/c1ccc([C@@H]2[C@@H](C#N)N(C(=O)CN3CCOCC3)[C@H]2CO)cc1	·	0.2	3.1	-0.7	3.6	-14.8	-0.3
34	NC(=S)NN=Cc1ccc(OC(=O)COc2cc(Cl)c(Cl)cc2Cl)cn1	21.4	-7.9	3.8	-0.3	8.3	0.5	7.9
35	Cc1noc(C)c1NC(=O)Nc1ccc2c(c1)C(=O)N([C@@H](C)CO)C[C@H](C)[C@@H](CN(C)C(=O)NC(C)C)O2	-2.7[16.7 µM]	-0.5	1.9	-2.2	-2.8	·	11.4
36	O=C(NCCc1ccccn1)C1CC(=O)N(Cc2ccccc2Cl)C1 (centres undefined)	0.5	1.6	·	·	·	-13.8	·
37	O=C(Cc1cccnc1)N1[C@H](CNCC2CCC2)[C@H](c2ccccc2)[C@@H]1CO	58.3[16.7 µM]	-9.2	-9.9	3.3	-2.0	-34.5	-9.7
38	COc1ccc(-c2csc(Nc3ccccc3)n2)cc1	·	-5.1	-13.7	1.2	-98.7	-210.2	8.4
39	COc1ccc(C(=O)NCC(=O)NC2=NCCS2)cc1	·	-1.3	-5.9	-1.4	-2.7	2.6	·
40	COc1ccc(NC(=O)CSc2ccc(-c3ccco3)nn2)c(OC)c1	-1.0	-6.7	4.0	-4.4	6.4	-5.3	7.0
41	O=C(C[C@H]1CC[C@@H]2[C@H](COC[C@H](O)CN2C(=O)c2ccccc2F)O1)NCc1ccc(F)cc1	8.5[16.7 µM]	11.9	5.5	-1.9	-3.9	-13.8	5.7
42	Cc1ccccc1SCC(=O)NCC(c1ccc(F)cc1)N1CCOCC1 (centres undefined)	-8.2	-2.5	-7.2	-0.4	-0.8	-1.9	·
43	CCN(CC)C(=O)c1sc(NC(=O)c2cccc([N+](=O)[O-])c2)c(C#N)c1C	·	3.8	-1.9	·	-5.5	8.6	7.4
44	O=C(c1cc2c(ccc3ccccc32)oc1=O)N1CCN(CCO)CC1	-1.5	2.5	2.9	-0.6	-9.7	-25.6	-16.4
45	COc1ccc([N+](=O)[O-])cc1NCc1ccco1	-3.2	14.0	·	1.0	-7.9	-13.3	19.9

Continued:
entry	structure	miR122 inh	FN deposition inh	DENV2 CPE	CFTR F508del cor	EWS-Fli inh	PAX8 reporter	INS-1E GSIS act
46	Cc1ccc(CNS(=O)(=O)c2cccc3nsnc23)cc1	·	13.6	5.2	3.7	0.3	-3.4	3.0
47	COc1ccc(S(=O)(=O)Nc2ccc3c(c2)C(=O)N([C@@H](C)CO)C[C@H](C)[C@H](CN(C)C(=O)NC2CCCCC2)OCCCC[C@@H](C)O3)cc1	12.4[16.7 µM]	-14.3	-5.8	-2.4	11.9	-8.4	-20.7
48	O=C(Cn1cnc2c(oc3nc4c(cc32)CCCC4)c1=O)Nc1ccccc1	·	-9.1	2.6	-2.7	·	9.4	1.7
49	CN(c1ccc(C(=O)NCc2ccccn2)cc1)S(=O)(=O)c1ccc(Cl)cc1	-2.2	4.9	?	1.7	-0.6	·	-4.3
50	Cn1c(CBr)c(C(=O)c2ccc([N+](=O)[O-])cc2)c(=O)n(C)c1=O	1.1	2.3	16.2	-1.2	12.9	-0.4	·
51	Cc1ccc(S(=O)(=O)Nc2ccc3c(c2)CC(=O)N([C@H](C)CO)C[C@H](C)[C@@H](CN(C)Cc2ccc4c(c2)OCO4)O3)cc1	-12.0[16.7 µM]	·	7.4	-0.5	12.9	55.0	-7.6
52	COc1ccc(N(CC(=O)N2CCOCC2)S(C)(=O)=O)cc1	-6.0	4.0	0.3	2.0	11.9	1.1	-11.8
53	COC(=O)C1=C(C(=O)OC)C(C(=O)OC)C(C(=O)OC)C(C(=O)OC)(C(=O)OC)C(C(=O)OC)=C1C(=O)OC (centres undefined)	-4.4	2.6	11.2	-2.4	-1.1	·	-21.3
54	Cc1ccc(S(=O)(=O)NCC[C@@H]2CC[C@H](NC(=O)CC3CC3)[C@H](CO)O2)cc1	·	14.6	-2.2	-1.4	-2.4	4.3	-9.6
55	O=[N+]([O-])c1cc(/C=N/Nc2nc(N3CCCCC3)nc(N3CCCCC3)n2)ccc1O	·	1.8	-13.9	-1.5	-4.8	40.0	-5.4
56	COc1ccc(S(=O)(=O)N(C)C[C@@H]2OCCCC[C@@H](C)Oc3ccc(NS(=O)(=O)c4ccc(C)cc4)cc3C(=O)N([C@@H](C)CO)C[C@@H]2C)cc1	15.5[16.7 µM]	·	-1.6	6.5	-2.1	-11.7	-1.4
